# C diff growth – blocks growth of Clostridium difficile | Clostridium difficile clinical isolate growth, OD600, 24 h; hits give low values | 86,000 tested, 0.25% active | growth activity, negative = inhibition, % at 16 µg/mL (by protocol);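 active = mean growth activity at or below -80% and every replicate also at or below -80%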;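 note: 0% = DMSO wells and -100% = levofloxacin 16 µg/mL wells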
# GASC1 inh – blocks human GASC-1 (KDM4C) demethylase activity | Q9H3R0 | AID 720574 | inhibition, % at 12.5 µM | GST-KDM4C 2-372, H3K9me3 peptide, LANCE TR-FRET | 96,000 tested, 0.15% active;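 active = mean replicate inhibition above about 25%, with at least 55% of replicates also reaching it, limit read from the data, passing the limit was not always enough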
# Target sequence (Q9H3R0 2-372 limits assumed): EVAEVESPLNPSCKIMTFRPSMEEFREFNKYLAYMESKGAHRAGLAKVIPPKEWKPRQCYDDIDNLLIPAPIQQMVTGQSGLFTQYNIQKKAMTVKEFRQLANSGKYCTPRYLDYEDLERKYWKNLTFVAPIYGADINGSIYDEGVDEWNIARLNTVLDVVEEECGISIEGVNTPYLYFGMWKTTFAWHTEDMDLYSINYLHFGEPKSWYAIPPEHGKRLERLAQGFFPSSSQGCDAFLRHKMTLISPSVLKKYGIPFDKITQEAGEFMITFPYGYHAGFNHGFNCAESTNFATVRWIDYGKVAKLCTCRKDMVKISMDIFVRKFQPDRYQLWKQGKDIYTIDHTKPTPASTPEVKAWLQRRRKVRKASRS
#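 reagent = H3K9me3 peptide substrate, Fe(II), 2-oxoglutarate | system = GST-tagged GASC-1 (JMJD2C) catalytic fragment, aa 2-372 | amount = enzyme final amount 10 nM | read-out = Fall in 671/618 emission ratio as inhibition | medium = HEPES buffer, pH 7.5, plus ascorbate | schedule = 30 min reaction, 60 min detection, RT | measured by = LANCE TR-FRET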
# Tcruzi prolif – blocks T. cruzi growth in NIH3T3 culture; 77,000 tested, 5.9% active; inhibition, % at 8.34 µM; T. cruzi beta-gal in NIH3T3, GalScreen luminescence, 90 h;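 active = mean inhibition above about 93%, with at least 55% of replicates each passing it, limit read from the data, passing the limit was not always enough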
# Pf Dd2 inh – blocks growth of Plasmodium falciparum Dd2 parasites; P. falciparum Dd2 growth, SYBR Green, 72 h; hits give low values; activity change, % at 10 µM; 94,000 tested, 2.3% active; in the data active = activity change below about -80%
# Numbers without * were called inactive; x = no result given; & = joins results of further samples.
SMILES,C diff growth,GASC1 inh,Tcruzi prolif,Pf Dd2 inh
Cc1ccccc1CN(C)C[C@H]1OCc2cnnn2CCCC(=O)N([C@@H](C)CO)C[C@@H]1C,-3.9,x,5.8,-19.2
COc1ccc2c3c([nH]c2c1)[C@H](CO)N(Cc1ccccc1OC)CC31CN(C(C)=O)C1,6.7,x,x,-42.4
CCCC#Cc1cnc2c(c1)C(=O)N([C@H](C)CO)C[C@@H](C)[C@H](CN(C)C)O2,0.7,2.1,-10.2,-6.4
COc1ccc(S(=O)(=O)Nc2cccc3c2O[C@H](CN(C)Cc2ccc(Oc4ccccc4)cc2)[C@H](C)CN([C@@H](C)CO)C3=O)cc1,-61.5,-1.7,7.0,-18.7
COc1ccc(CN(C)C[C@@H]2Oc3c(NC(=O)C4CCCCC4)cccc3C(=O)N([C@H](C)CO)C[C@H]2C)cc1,1.6,1.2,41.4,-43.2
CCS(=O)(=O)Nc1ccc2c(c1)C(=O)N(C)[C@@H]1CC[C@@H](CC(=O)NC)O[C@@H]1CO2,1.4,-1.9,16.2,9.6
O=C(CN1CCOCC1)N[C@@H]1CC[C@H](CCNC(=O)C2CCCCC2)O[C@H]1CO,2.1,1.0,x,-7.9
C[C@H]1CN([C@@H](C)CO)C(=O)c2cc(C3=CCCCC3)cnc2O[C@H]1CN(C)C(=O)c1ccccc1,33.7,-0.7,x,-27.8
C[C@@H]1CCCCO[C@H](CN(C)Cc2ccc(C(F)(F)F)cc2)[C@H](C)CN([C@@H](C)CO)C(=O)c2cc(NC(=O)Nc3ccc(C(F)(F)F)cc3)ccc2O1,11.3,-0.2,88.5,-75.4
CCOC(=O)N(C)C[C@@H]1OCc2ccccc2-c2c(n(C)c3ccccc23)C(=O)N([C@H](C)CO)C[C@@H]1C,x,2.3,-21.9,-0.2
C[C@@H]1CCCCO[C@@H](CN(C)S(=O)(=O)c2cn(C)cn2)[C@H](C)CN([C@@H](C)CO)C(=O)c2cc(NC(=O)C3CCCCC3)ccc2O1,-6.9,-1.0,-87.1,32.7
COCC(=O)Nc1ccc2c(c1)OC[C@H](C)N(Cc1ccccc1)C[C@@H](C)[C@H](OC)CN(C)C2=O,4.8,-0.1,2.6,1.8
O=C(C1CCC1)N1CC(=O)N2[C@H](CO)[C@@H](c3ccc(-c4cccnc4)cc3)[C@H]2C1,2.4,-2.0,x,16.8
CC=Cc1ccc2n(c1=O)C[C@H]1[C@H](CO)[C@@H](C(=O)NCCC)N(Cc3ccccn3)[C@@H]21 (mixture of isomers),-1.1,9.4,3.2,9.8
COc1cccc(NC(=O)N(C)C[C@@H]2Oc3ncc(C#Cc4cccnc4)cc3C(=O)N([C@H](C)CO)C[C@H]2C)c1,-0.4,1.4,78.6,-29.7
CCNC(=O)C[C@H]1CC[C@@H]2[C@H](COc3ccc(NC(=O)Cc4cccs4)cc3C(=O)N2C)O1,17.1,-0.3,-25.7,11.3
CNC[C@@H]1OCc2cnnn2CCCC(=O)N([C@H](C)CO)C[C@H]1C,-5.7&-1.3,0.0,-18.6&-185.1,15.0&-2.2
C/C=C/c1ccccc1[C@@H]1[C@@H](C#N)N(C(=O)CN2CCOCC2)[C@H]1CO,5.2,0.6,x,7.1
CCS(=O)(=O)N1[C@H](CO)[C@@H](c2ccc(-c3cccc(F)c3)cc2)[C@@H]1C#N,16.5,-2.5,44.8,29.7
O=S(=O)(N[C@H]1CC[C@@H](CCn2cc(C3(O)CCCC3)nn2)O[C@H]1CO)c1ccc(F)cc1,2.9,1.1,-49.5,-16.0
COc1ccc(NC(=O)Nc2ccc3c(c2)C(=O)N([C@@H](C)CO)C[C@H](C)[C@@H](CN(C)Cc2ccc(Cl)c(Cl)c2)OCCCC[C@@H](C)O3)cc1,0.2,-1.0,126.2*,-87.2*
CC(C)NC(=O)N(C)C[C@H]1OCCCC[C@@H](C)Oc2ccc(NS(=O)(=O)c3ccccc3)cc2C(=O)N([C@@H](C)CO)C[C@@H]1C,-10.4,9.7,x,-5.1
C[C@@H]1CN([C@H](C)CO)C(=O)CCCn2nncc2CO[C@H]1CN(C)C(=O)NC1CCCCC1,-1.5,1.5,-45.6,-8.8
Cc1ccc(S(=O)(=O)N(C)C[C@@H]2OCCCC[C@H](C)Oc3ccc(NC(=O)Nc4ccc(C(F)(F)F)cc4)cc3C(=O)N([C@@H](C)CO)C[C@@H]2C)cc1,4.4,-1.3,x,-85.0*
C[C@H]1CN([C@@H](C)CO)C(=O)Cc2cc(NC(=O)CCN3CCOCC3)ccc2O[C@H]1CN(C)C(=O)NC1CCCCC1,-0.1,-0.6,67.4,29.2
# More structures follow.
SMILES,C diff growth,GASC1 inh,Tcruzi prolif,Pf Dd2 inh
Cc1noc(C)c1NC(=O)N(C)C[C@@H]1OCCCC[C@H](C)Oc2ccc(NS(=O)(=O)c3c(C)noc3C)cc2C(=O)N([C@@H](C)CO)C[C@@H]1C,-0.1,1.0,-9.2,-30.4
C[C@@H]1CCCCO[C@@H](CN(C)S(=O)(=O)c2cccs2)[C@H](C)CN([C@@H](C)CO)C(=O)c2cc(NC(=O)Nc3ccc4c(c3)OCO4)ccc2O1,5.6,-1.5,76.3,-25.4
O=C(Cc1ccccn1)N1CC(=O)N2[C@H](C1)[C@@H](c1ccc(C#CC3CCCCC3)cc1)[C@@H]2CO,-31.1,-0.1,x,-3.4
C[C@@H]1CN([C@H](C)CO)C(=O)Cc2cc(NC(=O)Cc3cn(C)c4ccccc34)ccc2O[C@H]1CN(C)Cc1ccc(Oc2ccccc2)cc1,-12.8,-1.2,87.1,-6.6
Cc1noc(C)c1NC(=O)N(C)C[C@@H]1Oc2c(NC(=O)C3CCCCC3)cccc2C(=O)N([C@H](C)CO)C[C@@H]1C,-3.0,-0.1,18.1,27.0
C[C@@H]1CN([C@@H](C)CO)C(=O)Cc2cc(NC(=O)NC3CCCCC3)ccc2O[C@H]1CN(C)S(=O)(=O)c1ccc(Cl)cc1,-10.5,15.3,33.5,-69.1
C[C@@H]1CN([C@@H](C)CO)C(=O)c2cc(NC(=O)Cc3cn(C)c4ccccc34)ccc2O[C@H]1CN(C)Cc1ccc(-c2ccccc2)cc1,-6.9,0.3,66.3,0.4
CC(=O)Nc1ccc2c(c1)C(=O)N(C)[C@@H]1CC[C@H](CC(=O)NCc3ccc4c(c3)OCO4)O[C@@H]1CO2,19.2,1.6,6.2,-6.7
C[C@H]1CN([C@@H](C)CO)S(=O)(=O)c2ccc(C#CCN(C)C)cc2O[C@H]1CN(C)C,-1.5,5.4,-15.6,5.5
CO[C@@H]1CN(C)C(=O)c2ccc(NC(=O)NC(C)C)cc2OC[C@@H](C)N(S(C)(=O)=O)C[C@H]1C,3.1,0.9,19.2,31.5
CN(C)C(=O)c1ccc(-c2ccc3c(c2)[C@@H]2[C@@H](CCN2C(=O)c2ccccc2F)[C@H](CO)N3)cc1,15.2,-1.6,43.0,-4.0
COc1ccc(NC(=O)Nc2cccc3c2O[C@H](CN(C)C(=O)NC2CCCCC2)[C@@H](C)CN([C@@H](C)CO)C3=O)cc1,-4.7,-3.0,-8.1,-2.3
CN(C)C(=O)C[C@H]1CC[C@H]2[C@@H](COc3ccc(NC(=O)C4CC4)cc3C(=O)N2C)O1,-0.5,-0.5,37.2,4.1
CCCNC(=O)N1C[C@@H](O)COC[C@@H]2O[C@@H](CC(=O)NCCCN3CCOCC3)CC[C@H]21,0.3&-0.8,2.6,-28.6,10.3
C[C@H]1CN([C@@H](C)CO)S(=O)(=O)c2ccc(-c3ccccc3)cc2O[C@H]1CN(C)C(=O)C1CCCCC1,3.1,-2.7,69.7,-58.1
C[C@@H]1CN([C@H](C)CO)C(=O)c2cccc(NC(=O)C3CC3)c2O[C@@H]1CN(C)S(=O)(=O)c1cccs1,-2.2,1.8,11.6,18.6
CN1c2ccc(-c3cccc(C#N)c3)cc2[C@H]2[C@H](CCN2C(=O)CN2CCOCC2)[C@@H]1CO,-6.4,-0.2,57.4,-65.1
CNC(=O)C[C@@H]1CC[C@@H]2[C@H](COc3ccc(NC(=O)NC4CCCC4)cc3C(=O)N2C)O1,0.3,1.2,9.3,7.3
C[C@H]1CN([C@@H](C)CO)S(=O)(=O)c2ccc(-c3ccncc3)cc2O[C@H]1CN(C)C(=O)CN(C)C,0.6,-0.9,x,-9.9
C[C@@H]1CN([C@H](C)CO)C(=O)Cc2cc(NC(=O)NC3CCCCC3)ccc2O[C@@H]1CN(C)Cc1ccc(C(=O)Nc2ccccc2N)cc1,3.2,-2.6,x,-79.3
COc1ccc2c3c(n(C)c2c1)[C@H](CO)N(C(=O)C1CCC1)CC31CN(C(=O)Nc2cccc(F)c2)C1,17.3,-3.8,x,-50.9
CN(C)CCCNC(=O)C[C@@H]1CC[C@@H](NC(=O)c2ccccc2F)[C@H](CO)O1,x,-0.5,0.4,12.5
C[C@@H]1CN([C@H](C)CO)C(=O)c2cc(NC(=O)C3CCCCC3)ccc2O[C@H]1CN(C)S(=O)(=O)c1cn(C)cn1,-3.0,0.7,-10.0,18.2
COc1ccccc1CNC(=O)C[C@@H]1CC[C@H]2[C@@H](COC[C@@H](O)CN2Cc2ccc3c(c2)OCO3)O1,-2.2&-8.2,-0.1,60.9,-2.9
C[C@H]1CN([C@@H](C)CO)C(=O)c2cccc(NC(=O)C3CCOCC3)c2O[C@@H]1CN(C)S(=O)(=O)c1ccc(Cl)cc1,5.3,-0.7,18.3,-6.6
# Going on with the list.
SMILES,C diff growth,GASC1 inh,Tcruzi prolif,Pf Dd2 inh
CC(C)CC#Cc1cnc2c(c1)C(=O)N([C@H](C)CO)C[C@@H](C)[C@@H](CN(C)S(=O)(=O)c1ccccc1)O2,-5.1,0.9,83.3,-22.7
CC(=O)N(C)C[C@H]1Oc2cc(C#CCN(C)C)ccc2S(=O)(=O)N([C@H](C)CO)C[C@H]1C,-1.9,15.6,56.9,41.7
C[C@H](CO)N1C[C@H](C)[C@@H](CN(C)Cc2ccc(C(F)(F)F)cc2)Oc2ccc(NC(=O)C3CCCCC3)cc2CC1=O,75.7,1.4,86.5,-6.3
C[C@@H]1CN([C@@H](C)CO)C(=O)c2cc(NC(=O)Nc3ccc(F)cc3)ccc2O[C@@H]1CN(C)S(=O)(=O)c1ccccc1,6.5,2.4,49.3,2.8
C[C@@H]1CN([C@@H](C)CO)S(=O)(=O)c2ccc(-c3ccc(F)cc3)cc2O[C@H]1CN(C)C(=O)C1CCC1,x,1.1,84.7,-54.2
COc1ccc2c3c(n(C)c2c1)[C@@H](CO)N(C(=O)c1ccc(F)cc1)CC31CN(C(C)=O)C1,-5.1,0.6,x,1.9
O=C(Nc1ccc2c(c1)[C@@H]1C[C@H](CC(=O)N3CCCCC3)O[C@@H](CO)[C@@H]1O2)NC1CCCC1,-4.7,-1.4,55.2,10.7
O=C(C[C@H]1CC[C@@H]2[C@H](COC[C@H](O)CN2C(=O)c2ccccc2)O1)Nc1ccccc1,20.2&19.0,0.1,x,-25.7
Cc1noc(C)c1NC(=O)Nc1ccc2c(c1)C(=O)N([C@H](C)CO)C[C@@H](C)[C@@H](CN(C)C(=O)C1CCCCC1)OCCCC[C@@H](C)O2,3.8,0.2,-15.0,-33.0
O=C(C[C@H]1C[C@@H]2c3cc(NC(=O)Nc4ccccc4)ccc3O[C@@H]2[C@@H](CO)O1)NCc1cccc(F)c1,-2.9,-0.6,49.7,-40.6
COCC(=O)Nc1ccc2c(c1)[C@@H]1C[C@@H](CC(=O)NCc3ccccc3)O[C@@H](CO)[C@@H]1O2,x,0.7,8.3,-29.2
CC(=O)N1CCCCN2[C@H](CO)[C@H](c3ccc(-c4ccncc4)cc3)[C@H]2C1,-8.2,0.4,29.8,38.3
C[C@H]1CN([C@@H](C)CO)C(=O)c2cc(-c3cncnc3)cnc2O[C@@H]1CN(C)C(=O)Cc1ccccc1,-3.6,-0.2,x,-3.7
CO[C@@H]1CN(C)C(=O)c2cc(NC(=O)C3CCOCC3)ccc2OC[C@@H](C)N(Cc2nccs2)C[C@@H]1C,x,0.0,-59.0,14.0
COc1cccc(C(=O)Nc2ccc3c(c2)OC[C@@H](C)N(C(=O)C2CCCCC2)C[C@@H](C)[C@H](OC)CN(C)C3=O)c1,x,-0.1,84.8,-45.2
C[C@@H]1CN([C@@H](C)CO)C(=O)c2cc(NS(C)(=O)=O)ccc2O[C@@H](C)CCCCO[C@H]1CN(C)C(=O)Nc1ccc(C(F)(F)F)cc1,7.0,-0.5,x,-15.8

# Shown with values under each structure: entries from further up
# The line under a structure holds: C diff growth | GASC1 inh | Tcruzi prolif | Pf Dd2 inh
- COc1ccc2c3c(n(C)c2c1)[C@@H](CO)N(C(=O)c1ccc(F)cc1)CC31CN(C(C)=O)C1
    -5.1 | 0.6 | x | 1.9
- COc1cccc(C(=O)Nc2ccc3c(c2)OC[C@@H](C)N(C(=O)C2CCCCC2)C[C@@H](C)[C@H](OC)CN(C)C3=O)c1
    x | -0.1 | 84.8 | -45.2
- O=C(C[C@H]1C[C@@H]2c3cc(NC(=O)Nc4ccccc4)ccc3O[C@@H]2[C@@H](CO)O1)NCc1cccc(F)c1
    -2.9 | -0.6 | 49.7 | -40.6
- C[C@@H]1CN([C@@H](C)CO)C(=O)c2cc(NC(=O)Nc3ccc(F)cc3)ccc2O[C@@H]1CN(C)S(=O)(=O)c1ccccc1
    6.5 | 2.4 | 49.3 | 2.8
- CO[C@@H]1CN(C)C(=O)c2cc(NC(=O)C3CCOCC3)ccc2OC[C@@H](C)N(Cc2nccs2)C[C@@H]1C
    x | 0.0 | -59.0 | 14.0

# Screening results: PubChem, Broad Institute
